KCC2 mod: KCC2 cotransporter modulators, thallium flux, primary screen, cell-based, HEK293 KCC2, FluoZin-2 fluorescence, MLSMR | 2.2% of 190,000 active | KCC2 cells, thallium flux FluoZin-2 fluorescence | Solute carrier family 12 member 5 (Homo sapiens), Q9H2X9 | AID 1456, 2008 | B-score of Tl+ flux slope (higher = more flux/activation; lower = inhibition) at 10 µM;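 active = thallium flux slope and its plate-corrected score both differing from the plate sample mean at a set confidence after two filtering rounds, in either direction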;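 also: slope of fluorescence scaled to starting intensity during 10 to 20 s after thallium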
Target sequence (Q9H2X9 whole entry, looked up): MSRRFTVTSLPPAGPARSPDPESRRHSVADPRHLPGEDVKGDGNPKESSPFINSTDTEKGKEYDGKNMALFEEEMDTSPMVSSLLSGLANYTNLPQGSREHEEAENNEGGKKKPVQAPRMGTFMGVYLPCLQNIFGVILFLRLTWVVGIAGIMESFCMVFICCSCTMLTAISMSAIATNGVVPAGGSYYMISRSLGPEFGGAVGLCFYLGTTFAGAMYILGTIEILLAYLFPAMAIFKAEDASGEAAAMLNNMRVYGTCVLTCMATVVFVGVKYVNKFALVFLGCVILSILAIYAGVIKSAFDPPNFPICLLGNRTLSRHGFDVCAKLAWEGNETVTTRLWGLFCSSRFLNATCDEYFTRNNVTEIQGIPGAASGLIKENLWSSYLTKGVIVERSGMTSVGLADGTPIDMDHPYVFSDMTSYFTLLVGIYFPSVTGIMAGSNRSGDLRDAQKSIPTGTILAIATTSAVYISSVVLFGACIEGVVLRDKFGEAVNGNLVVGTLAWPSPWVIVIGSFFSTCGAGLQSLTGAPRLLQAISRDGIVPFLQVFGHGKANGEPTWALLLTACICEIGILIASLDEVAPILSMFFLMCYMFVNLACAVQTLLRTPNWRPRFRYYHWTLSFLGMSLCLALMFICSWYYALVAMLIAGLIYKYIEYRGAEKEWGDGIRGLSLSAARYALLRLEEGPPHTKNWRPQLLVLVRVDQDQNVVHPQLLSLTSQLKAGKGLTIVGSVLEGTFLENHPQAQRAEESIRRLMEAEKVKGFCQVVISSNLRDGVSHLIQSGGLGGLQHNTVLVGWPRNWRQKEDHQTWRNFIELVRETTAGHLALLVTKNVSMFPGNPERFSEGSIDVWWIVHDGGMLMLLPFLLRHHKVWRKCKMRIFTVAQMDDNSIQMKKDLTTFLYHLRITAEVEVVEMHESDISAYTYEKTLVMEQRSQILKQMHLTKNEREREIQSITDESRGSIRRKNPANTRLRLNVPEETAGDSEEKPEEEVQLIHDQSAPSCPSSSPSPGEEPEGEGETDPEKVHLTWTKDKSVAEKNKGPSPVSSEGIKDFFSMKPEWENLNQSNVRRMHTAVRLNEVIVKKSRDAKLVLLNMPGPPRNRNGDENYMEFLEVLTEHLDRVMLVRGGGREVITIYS
Tb hexokinase: Trypanosoma brucei hexokinase 1 inhibitors, primary screen, biochemical, G6PDH-coupled NADH absorbance, MLSCN library | hexokinase 1 [Trypanosoma brucei] | recombinant TbHK1, G6PDH-coupled NADH A340 | inhibition, % at 10 µM | 0.11% of 220,000 active;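 active = inhibition of 50% or more in the single-dose primary screen; inactive = inhibition below 50%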
EBV gp42 block: Epstein-Barr virus gp42 inhibitors, primary screen, biochemical, uHTS, fluorescence polarization | Glycoprotein 42 (Epstein-Barr virus (strain AG876)), Q1HVG2 | Fluorescence polarization binding assay, mP read-out | inhibition, % (tested at 21.74 µM) | 0.42% of 220,000 active | AID 1085, 2008; in the data active = inhibition above about 50%
Furin inh: human furin inhibitors, primary screen, biochemical, fluorescence intensity | AID 463115, 2010 | inhibition, % at 30 µM | 0.061% of 220,000 active | P09958 | purified furin, fluorogenic substrate cleavage; in the data active = inhibition above about 25%; also: inactives centre near -15
TRPN1 ag: zebrafish TRPN1 channel agonists, primary screen, cell-based, HEK293, calcium fluorescence | HEK293 zebrafish TRPN1-YFP, Fluo-8 calcium fluorescence; 100% = response to 87 µM carbachol | activation, % at 3 µM | 0.18% of 220,000 active | transient receptor potential cation channel N1 (TRPN1/NompC), Danio rerio;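 active = activation above its plate's cutoff, the mean activation of test wells on that plate plus 3 SD, cut at about 19% in these data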;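 also: 0% = DMSO alone and 100% = 87 µM carbachol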
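Material: zebrafish TRPN1-YFP in HEK293 cells. Doses: one dose of 3 µM, 0.3% DMSO. Incubation: dye 1 h 37 °C plus 30 min RT. Measured by: intracellular calcium fluorescence with Fluo-8.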
Thrombin inh: human alpha-thrombin inhibitors, primary screen, counter-screen for coagulation protease inhibitor project, biochemical, 1536-well, fluorogenic AMC substrate. Prothrombin (Homo sapiens), P00734. Boc-VPR-AMC fluorogenic substrate cleavage. inhibition, % at 5 µM. 0.26% of 220,000 active;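 active = inhibition at or above 40%; inactive = inhibition below 40%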;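 also: 0% = enzyme with no compound and 100% = wells without enzyme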
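Material: human alpha-thrombin protein. Incubation: reaction at ambient temperature. Technique: fluorescence of released AMC, ex 355 nm, em 460 nm. Control set: no-compound enzyme wells and no-enzyme blanks. Also added: Boc-VPR-AMC substrate, 15 µM final. Buffer or medium: pH 7.5 Tris (50 mM) with NaCl 150 mM, Tween 20 0.05%.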
m-calpain inh: inhibitors of pig calpain II, primary screen, biochemical, fluorogenic peptide substrate, 1536-well | purified calpain II, 30 min | inhibition, % at 16 µM | 0.37% of 220,000 active;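 active = inhibition above about 50%, limit read from the data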
TRPML3 agonist: human TRPML3 channel agonists, primary screen, cell-based, HEK293 TRPML3-YFP, Fluo-8 calcium fluorescence, 3 µM | 0.29% of 220,000 active | 100% = the carbachol control signal | Mucolipin-3 (Homo sapiens), Q8TDD5 | activation, % at 3 µM | AID 1448, 2008;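 active = activation above its plate's cutoff, the mean activation of the plate's test wells plus 3 SD, cut at about 12% in these data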;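 also: 0% = DMSO only wells and 100% = carbachol wells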
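Test system: HEK293 cells stably carrying human TRPML3-YFP; Doses: single dose, 3 µM final nominal compound, 0.3% DMSO final; Schedule: dye loading 1 h 37 °C then 30 min ambient, 125 s read; Technique: Fluo-8 calcium fluorescence; Benchmarks: high control carbachol 87 µM, low control DMSO.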
PPC-1+TRAIL kill: compounds killing PPC-1 cancer cells with TRAIL present, primary screen, TRAIL potentiator project, ATPLite luminescence, uHTS. 0.41% of 220,000 active. cell killing (% activity), % at 4 µM. PPC-1 cells + TRAIL, ATPLite viability luminescence. AID 1443, 2008;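 active = cell killing above 50% in the first pass at 4 µM, then a duplicate retest at 5 µM averaging 50% or more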;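 also: plate controls were cells with TRAIL plus DMSO for no effect and medium-only wells lacking cells for full effect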
* = called active by the depositor; / = no result given; [ ] = remark or other dose.

item	SMILES	KCC2 mod	Tb hexokinase	EBV gp42 block	Furin inh	TRPN1 ag
1	Cc1cccc(N2CCN(c3cccc(C)c3)C2c2cccnc2)c1	0.636	1.4	-1.6	-14.6	-1.5
2	N#Cc1c2n(c(=S)n(-c3ccccc3[N+](=O)[O-])c1=O)CCCCC2	-0.168	-16.8	-11.9	-11.7	-0.3
3	O=C(NC1CCCCC1)C(Cc1ccccc1)N1C(=O)C2C3CCC(C3)C2C1=O (stereo not drawn)	/	-4.1	-4.9	-26.4[20 µM]	0.1
4	CC(C)(C)NC(=O)Nc1ccc(Cn2cc(C(F)(F)F)ccc2=O)cc1	0.148	0.0	-16.4	-31.4	1.1
5	C=CCSC1=NC(N)=C(C#N)C2(CCCCC2)C1C(N)=O (stereo not drawn)	0.562	-7.6	-16.9	-11.5	-1.0
6	Cc1ccc(-c2nc(CS(=O)CC(=O)NCc3ccccn3)c(C)o2)cc1 (stereo not drawn)	/	-2.7	-4.5	-30.2	0.3
7	Cc1ccc2cc(/C=N/NC(=O)c3ccccc3O)c(Cl)nc2c1	1.32	-1.3	-1.0	-5.4	0.5
8	C=CCc1ccc(OCCCCCN2CCOCC2)c(OC)c1	/	-1.7	-13.4	-16.7	-0.5
9	Cc1ccc(S(=O)(=O)NCC(=O)OCC(=O)N2CCc3ccccc32)cc1	-2.53	1.8	-26.3	-16.8	-1.0
10	N/C(=N\OC(=O)COc1ccccc1)c1ccc(Cl)cc1	-0.134	0.7	-2.8	-22.2	1.0
11	CCCN(CCC)CCNC(=O)Cn1cnc2sc(C)c(S(=O)(=O)N3CCOCC3)c2c1=O	0.0273	4.4	/	-14.6[20 µM]	-1.1
12	COc1cc(CCN2C(=O)c3cccc4cccc(c34)C2=O)c(S(=O)(=O)N2CCCCCC2)cc1OC	-2.56	-20.7	-2.6	-7.0	0.6

item	Thrombin inh	m-calpain inh	TRPML3 agonist	PPC-1+TRAIL kill
1	-6.3	32.1	-0.9	33.3
2	-10.8	0.3	0.1	12.8
3	0.8	17.9	-0.3	-4.3
4	-6.6	-4.0	0.9	-5.5
5	-0.1	5.0	1.2	0.9
6	-11.5	-18.5	-0.3	-5.3
7	-7.8	-18.2	-0.3	6.1
8	-0.9	-4.4	0.7	9.2
9	2.5	5.7	-0.5	-9.2
10	-3.2	5.2	-0.5	-2.3
11	/	/	0.2	/
12	0.0	-24.5	-0.3	26.5

The list goes on.
item	SMILES	KCC2 mod	Tb hexokinase	EBV gp42 block	Furin inh	TRPN1 ag
13	O=C(N/N=C/c1ccc([N+](=O)[O-])o1)c1ccc(O)cc1	0.48	-29.3	-6.1	6.9	-0.8
14	S=c1[nH]nc(COc2ccccc2)n1/N=C/C(Cl)=C/c1ccccc1	2.39	10.6	0.7	2.4	-1.1
15	COc1cc(OC)c2c(-c3ccccc3)cc(=O)oc2c1C(CCN1CCCCC1)c1ccc(N(C)C)cc1 (stereo not drawn)	0.234	-14.8	-13.9	-18.4	/
16	C#Cc1ccc([C@H]2C=C(C(=O)N3CCN(Cc4ccc5c(c4)OCO5)CC3)O[C@@H](OCC)[C@@H]2CCCO)cc1	-1.02	-19.7	3.8	-33.8	0.1
17	CC(C)=NNc1nc(-c2ccc([N+](=O)[O-])cc2)cs1	0.0793	1.0	-7.7	-29.0	3.5
18	O=C(C1CCC(CNS(=O)(=O)c2cccc3nsnc23)CC1)N1CC=C(c2ccccc2)CC1 (stereo not drawn)	/	-11.3	2.5	-23.1	0.0
19	c1coc(CNc2nc(-c3ccncc3)cs2)c1	-0.398	0.8	-2.5	-14.9[20 µM]	1.9
20	COc1ccc(C(=O)NCC(=O)OCC(=O)N2N=C(c3ccc(Cl)cc3)CC2c2ccco2)cc1OC (stereo not drawn)	-0.448	-5.8	-28.9	-30.6	0.1
21	Nc1ccccc1OCP(=O)(c1ccccc1)c1ccccc1	1.49	26.9	-9.0	-6.4	-0.1
22	CC1(c2ccc(Cl)cc2)NC(=O)N(CC(=O)NC(=O)NCc2ccco2)C1=O (stereo not drawn)	1.26	-2.1	-8.7	0.2[20 µM]	0.0
23	CCCC(=O)Nc1sc2c(c1C(=O)OC)C(C(=O)OC)CC2 (stereo not drawn)	0.853	0.0	-18.8	-7.6[20 µM]	0.3
24	CCOC(=O)N1CCC(NC(=O)CC(NS(=O)(=O)c2ccc(C)cc2)c2ccco2)CC1 (stereo not drawn)	1.21	-4.1	-7.5	-11.3	-0.4

item	Thrombin inh	m-calpain inh	TRPML3 agonist	PPC-1+TRAIL kill
13	6.0	27.1	0.8	26.4
14	-13.4	2.5	0.2	8.4
15	-12.2	-42.7	/	11.3
16	-1.1	-1.1	0.6	9.4
17	1.2	-25.3	1.6	2.1
18	-3.4	-63.6	-0.3	18.4
19	-2.9	9.4	0.2	24.6
20	-14.9	-96.1	0.5	6.6
21	-5.5	8.7	0.1	6.5
22	-4.2	-24.1	-0.2	-6.4
23	4.8	-4.8	0.4	5.5
24	3.3	-20.4	0.4	18.5

(listing goes on)
item	SMILES	KCC2 mod	Tb hexokinase	EBV gp42 block	Furin inh	TRPN1 ag
25	Cc1sc2nc(CSc3nnnn3-c3ccc(Cl)cc3)[nH]c(=O)c2c1C	0.655	-1.4	-65.5	-10.1	0.0
26	CCOc1ccccc1NC(=O)Nc1ccc(Cl)cc1	0.169	-1.5	-10.9	-3.1	6.3
27	O=c1ccc2cc(S(=O)(=O)N3CCN(c4ccccc4)CC3)ccc2o1	1.01	0.3	-20.4	-25.4[20 µM]	-0.8
28	CC(=O)NC1C(=O)Nc2c1cccc2C(F)(F)F (stereo not drawn)	0.41	-0.9	3.0	-14.5[20 µM]	-0.8
29	CC(Sc1nncs1)C(=O)NCC(=O)Nc1ccc(F)c(F)c1F (stereo not drawn)	1.26	0.3	-20.2	-18.9	1.2
30	CCCc1ccc(C#N)c(SC2CC(=O)N(c3ccc(OC)cc3)C2=O)n1 (stereo not drawn)	0.262	-5.6	-13.6	-35.6	0.6
31	Cn1c(SCC(=O)Nc2cc([N+](=O)[O-])ccc2F)nnc1C(F)(F)F	-0.17	-2.6	-2.6	-25.4	0.7
32	O=C(CCCN1C(=O)c2ccccc2C1=O)NCc1cccnc1	0.974	6.6	-9.1	-1.5[20 µM]	0.2
33	Cc1ccc(Cn2c(CN3CCN(C(=O)c4ccco4)CC3)nc3c2c(=O)n(C)c(=O)n3C)cc1	/	-15.6	-22.5	-3.6	0.0
34	CCOc1cc2nc3c4ccccc4n(C)c3nc2cc1OCC	-1.32	-6.2	-66.8	-17.9	-1.0
35	Cc1ccc(Cn2nnc3c(=O)[nH]c(C4CCCN(C(=O)Nc5ccc(F)cc5F)C4)nc32)cc1 (stereo not drawn)	-1.67	-6.3	-2.8	-10.6[20 µM]	-2.0
36	CCN(CC)C(=O)N1CCc2ccccc2C1CN1C(=O)c2ccccc2C1=O (stereo not drawn)	0.24	-2.2	/	-10.3[20 µM]	-0.8

item	Thrombin inh	m-calpain inh	TRPML3 agonist	PPC-1+TRAIL kill
25	-9.5	20.1	0.1	3.9
26	2.0	-5.8	2.1	9.3
27	3.5	9.6	1.0	-8.9
28	-3.8	18.6	0.2	0.2
29	0.4	-13.6	0.9	15.1
30	-1.8	-6.0	0.3	3.9
31	-2.5	4.3	0.8	23.6
32	0.7	-8.2	0.7	5.6
33	2.6	-22.4	0.0	-11.7
34	-1.9	-198.3	0.9	28.3
35	-3.3	-16.8	-0.4	26.8
36	/	/	2.6	/

New compounds follow:
item	SMILES	KCC2 mod	Tb hexokinase	EBV gp42 block	Furin inh	TRPN1 ag
37	Cc1ccccc1C1(CCN2CCCCC2)CCOC(C)(C)C1 (stereo not drawn)	0.0509	1.9	-8.1	-20.9	0.4
38	C=CCn1c(Br)nc2c1c(=O)n(C)c(=O)n2C	/	7.0	-11.7	-5.4	1.7
39	C=C(C)c1cccc(C(C)(C)NC(=O)Nc2nnc(C(C)C)s2)c1	0.277	-1.7	-1.2	-23.6	-0.5
40	CCNc1nc(N)c(C(=O)C23CC4CC(CC(C4)C2)C3)s1	0.112	-34.0	-0.3	-10.4	-0.2
41	Cn1c(=O)n(Cc2ccccc2)c(=O)c2c1nc1n2CCCN1CCc1ccccc1	/	-10.9	-23.1	-9.6[20 µM]	-1.7
42	COC(=O)CSc1nc(NC(C)=O)nc(C)c1Br	0.629	6.7	-14.6	-10.6[20 µM]	-0.2
43	CCCOc1nc2ccccc2cc1/C=C/C(=O)O	-0.505	-9.6	-5.2	-27.9	0.6
44	COC(=O)C1=C(C(=O)OC)C(c2cc(Br)ccc2O)c2sc(=O)[nH]c2S1 (stereo not drawn)	-5.93*	29.1	21.7	-7.9	1.2
45	Cc1ccc(S(=O)(=O)NCC(c2ccccc2)N2CCCCC2)cc1 (stereo not drawn)	-0.288	-1.0	-10.2	-12.5	-1.9
46	CNC(=S)NNS(=O)(=O)c1ccc(OC)cc1OC	1.14	1.1	-7.2	-29.7	1.2
47	CC(C)CNc1nnnc2c1sc1nc(N3CCOCC3)c3c(c12)CCCC3	0.419	-21.3	-12.1	-13.3	0.2
48	N#Cc1c(C(F)(F)F)cc(-c2ccco2)nc1SCc1ccncc1	-1.29	-13.4	-4.1	-35.4	5.8
49	CC(C)c1nc(SCC(=O)N2CC(=O)Nc3ccccc32)c2ccccc2n1	-2.33	-3.9	9.3	-4.3	1.2
50	Cc1ccc(NC(=O)COC(=O)/C=C/c2cccs2)cc1	-0.51	-0.8	6.1	-26.2	0.8

item	Thrombin inh	m-calpain inh	TRPML3 agonist	PPC-1+TRAIL kill
37	0.6	-5.9	0.8	2.6
38	-8.3	11.2	0.6	-4.6
39	-1.0	-4.4	-0.4	8.1
40	-5.4	9.5	0.7	-1.5
41	2.0	31.8	-0.5	23.2
42	-0.3	-12.6	0.7	6.0
43	-3.6	-325.0	0.3	17.6
44	-3.1	-7.1	1.2	-3.7
45	-0.7	4.4	-1.6	-4.9
46	-5.6	-16.7	0.7	4.1
47	-6.9	-17.1	0.2	-8.0
48	-7.8	-137.5	3.9	6.1
49	-5.5	-11.6	1.2	-3.0
50	-2.9	-6.2	0.5	9.3

Complete entries from above. Screens in order: KCC2 mod, Tb hexokinase, EBV gp42 block, Furin inh, TRPN1 ag, Thrombin inh, m-calpain inh, TRPML3 agonist, PPC-1+TRAIL kill
Results for CCCc1ccc(C#N)c(SC2CC(=O)N(c3ccc(OC)cc3)C2=O)n1 (stereo not drawn) = 0.262, -5.6, -13.6, -35.6, 0.6, -1.8, -6.0, 0.3, 3.9
Results for COc1ccc(C(=O)NCC(=O)OCC(=O)N2N=C(c3ccc(Cl)cc3)CC2c2ccco2)cc1OC (stereo not drawn) = -0.448, -5.8, -28.9, -30.6, 0.1, -14.9, -96.1, 0.5, 6.6
Results for O=C(CCCN1C(=O)c2ccccc2C1=O)NCc1cccnc1 = 0.974, 6.6, -9.1, -1.5[20 µM], 0.2, 0.7, -8.2, 0.7, 5.6

Screening results (PubChem)
